Bioassay records deposited in PubChem BioAssay by National Center for Advancing Translational Sciences (NCATS).
RORg inh – inhibitors of mouse ROR gamma transcriptional activity | P51450 | Drosophila S2 Gal4-RORgamma UAS-luciferase reporter, 20 h | Potency, µM (highest dose often 53.6 µM), for inactives: at the highest dose activity change, negative = inhibition, hits mostly inhibitors | 310,000 compounds, 5.4% hits; further: nearly all actives have a fitted effect of over 60% in size
Target sequence (P51450 whole entry, looked up, the tested form may be a part): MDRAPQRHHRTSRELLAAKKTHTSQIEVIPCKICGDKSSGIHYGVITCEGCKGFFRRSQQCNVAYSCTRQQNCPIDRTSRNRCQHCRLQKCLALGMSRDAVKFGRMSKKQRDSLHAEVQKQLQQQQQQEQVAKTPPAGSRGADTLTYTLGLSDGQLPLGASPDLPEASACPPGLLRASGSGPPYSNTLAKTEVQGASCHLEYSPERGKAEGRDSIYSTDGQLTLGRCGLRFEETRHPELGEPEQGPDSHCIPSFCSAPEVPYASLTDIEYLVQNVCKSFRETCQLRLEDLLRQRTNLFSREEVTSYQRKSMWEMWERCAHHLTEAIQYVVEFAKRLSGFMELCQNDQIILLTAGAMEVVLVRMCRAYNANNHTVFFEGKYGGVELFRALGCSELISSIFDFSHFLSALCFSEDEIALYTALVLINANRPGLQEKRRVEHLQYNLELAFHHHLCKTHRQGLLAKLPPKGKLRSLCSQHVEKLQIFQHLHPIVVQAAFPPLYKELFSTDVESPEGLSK
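Drosophila S2 cells stably expressing Gal4-DBD/mouse RORγ fusion under metallothionein promoter plus UAS-luciferase; compound 1 h, then 700 uM CuSO4 induction for 20 h at ambient temperature; inhibition read as reduced luminescence.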
Gal4-VP16 FLuc – inhibits Gal4-VP16 luciferase reporter, ROR gamma counter-screen; Potency, µM (series often up to 53.6 µM), for the others: top-dose activity, negative = inhibition, hits mostly inhibitors; 310,000 compounds, 3.5% hits; Drosophila S2 Gal4-VP16 UAS-luciferase, luminescence, 20 h; AID 2546;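 further: Gal4-VP16 expression switched on by copper sulfate through the metallothionein promoter; nearly all actives have a fitted effect of over 50% in size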
An asterisk follows results filed as active; ? = inconclusive; & = joins results of further samples; [ ] = dose if it differs, or a comment. The call rests on the fitted dose curve; in most records, active means well fitted curve in the direction sought with a large enough effect; inconclusive means small, poorly fitted or top-dose-only effect, or another doubt; inactive means no such curve, though single readings can be large; an effect the other way counts as inactive or inconclusive. On the % scale 0 is the no-effect control and ±100 the full control effect; potency means the concentration at half of the fitted maximal effect. A portion of the library; rates above refer to the full screens.

SMILES | RORg inh | Gal4-VP16 FLuc
COC(=O)c1ccc(C(NC(=O)OCc2ccccc2)/C(C)=C/[C@@H](C)C(=O)NCCO)cc1 (some centres not stated) | 38% | -2%
CNc1ccnc(-c2ccccc2CN(C)C)n1 | -7% | 3%
C=CCNC(=O)c1cc([N+](=O)[O-])cc2c(=O)[nH]c(Nc3ccc(Cl)c(Cl)c3)nc12 | -4% | 1%
CC[C@H](C)[C@H](NC(=O)[C@H](Cc1cnc[nH]1)NC(=O)[C@@H](NC(=O)[C@H](CCCNC(=N)N)NC(=O)[C@H](CCCCN)NC(=O)[C@H](CCCNC(=N)N)NC(=O)[C@H](CCCCN)NC(=O)[C@@H](N)CC(N)=O)[C@@H](C)CC)C(=O)NCC(=O)N1CCC[C@H]1C(=O)NCC(=O)N[C@@H](CCCNC(=N)N)C(=O)N[C@@H](C)C(=O)N[C@@H](Cc1ccccc1)C(=O)N[C@@H](Cc1ccc(O)cc1)C(=O)N[C@H](C(=O)N[C@H](C(=O)N[C@@H](CCCCN)C(=O)N[C@@H](CC(N)=O)C(=O)N[C@H](C(=O)N[C@H](C(=O)NCC(=O)N[C@H](C(=O)N[C@H](C(=O)N[C@@H](CS)C(=O)O)[C@@H](C)CC)[C@@H](C)O)[C@@H](C)CC)[C@@H](C)CC)[C@@H](C)O)[C@@H](C)O | 3% | -7%
CCCCCCCCN[C@@H](C)[C@H](O)c1ccc(SC(C)C)cc1 | ? | -6%[17 µM]
COC(=O)C1(C(=O)OC)CC(CO)C(=O)[C@H]1c1ccccc1 (some centres not stated) | 11%&-1% | -23%&-4%
COC(=O)NC(c1ccccc1)c1c[nH]c2ccc(OC)cc12 (configuration not stated) | -5% | -4%
COC(=O)[C@@]1(Cc2ccc(F)cc2)[C@H]2c3cc(C(=O)N(C)C)n(CCc4ccc(O)c(O)c4)c3C[C@H]2CN1C(=O)c1ccccc1 | 38% | -1%
CC(=O)OC[C@@H]1O[C@H](C/C=N\O[C@@H](C)c2cn([C@H]3COC[C@H]3O)nn2)C=C[C@@H]1OC(C)=O | -6%[10 µM] | -5%[10 µM]
CCCCCCCCC(=O)NCc1cc(OC)c(O)cc1I | 19% | -26%
CCCCCCC(=O)Cc1cc(OC)c(OC)cc1/C=C(/C(C)=O)C(=O)OC | -7%[10 µM] | -3%[10 µM]
Cc1cnc(CNc2nc(-c3cccc(NS(C)(=O)=O)c3)nc3ccccc23)cn1 | -11% | 2%
CC1(C)OC(C(O)(c2cc(C(F)(F)F)cc(C(F)(F)F)c2)c2cc(C(F)(F)F)cc(C(F)(F)F)c2)C(C(O)(c2cc(C(F)(F)F)cc(C(F)(F)F)c2)c2cc(C(F)(F)F)cc(C(F)(F)F)c2)O1 (configuration not stated) | 4%[10 µM] | 0%[10 µM]
COCCn1c(=O)c(-c2cccc(C#N)c2)nc2cnc(N(C)C)nc21 | -5% | -2%
C[C@]12O[C@H]1[C@@H](O)C(Br)=C(CO)[C@H]2O | -23% | -3%
Cc1ccc(NC(=O)c2cccc(N(C)C)c2)cc1NC(=O)c1ccc(O)cc1 | -22% | ?
Cc1noc(C)c1C(=O)N1CCC2(CCN(C(=O)NC(C)C)CC2)CC1 | -2% | -10%
CS(=O)(=O)Nc1cccc(-c2nc(Nc3ccc(F)cc3)c3ccccc3n2)c1 | -71% | ?
CCSC[C@H](NC(=O)[C@H](C)NC(=O)[C@@H](N)Cc1ccc(O)cc1)C(=O)N[C@@H](CC(=O)O)C(=O)N[C@H](C(=O)N[C@@H](C)C(=O)N[C@H](C(=O)N[C@@H](CSCC)C(=O)N[C@H](C(=O)N[C@H](C(=O)N[C@@H](Cc1cnc[nH]1)C(=O)N[C@@H](CCCNC(=N)N)C(=O)N[C@@H](CC(C)C)C(=O)N[C@@H](C)C(=O)NCC(=O)N[C@@H](CC(C)C)C(=O)N[C@@H](CC(C)C)C(=O)N[C@@H](CO)C(=O)N[C@@H](CCCNC(=N)N)C(=O)N[C@@H](CO)C(=O)NCC(=O)NCC(=O)N[C@H](C(=O)N[C@H](C(=O)N[C@@H](CCCCN)C(=O)N[C@@H](CC(N)=O)C(=O)N[C@@H](CC(N)=O)C(=O)N[C@@H](Cc1ccccc1)C(=O)N[C@H](C(=O)N1CCC[C@H]1C(=O)N[C@H](C(=O)N[C@@H](CC(N)=O)C(=O)N[C@H](C(=O)NCC(=O)N[C@@H](CO)C(=O)N[C@@H](CCCCN)C(=O)N[C@@H](C)C(=O)N[C@@H](Cc1ccccc1)C(N)=O)C(C)C)[C@@H](C)O)C(C)C)C(C)C)C(C)C)[C@@H](C)O)C(C)C)[C@@H](C)O)[C@@H](C)O | -3% | 2%
CC(=O)N1CCC2(CCCN(Cc3ccc(C#N)cc3)C2)CC1 | -5% | 5%
Cc1nc(N=Nc2cc([N+](=O)[O-])ccc2Cl)c(COP(=O)(O)O)c(C=O)c1O | -24% | 0%
FC(F)(F)c1ccc(CN2C[C@@H]3C(c4ccc(C(F)(F)F)cc4)C4(c5ccccc5)CC3(C4)[C@H]2c2ccccc2)cc1 (some centres not stated) | -21% | 7%
COc1ccccc1-c1cncnc1NCCN1CCOCC1 | 39% | -18%
CN1CCN(c2ncc3nc(CCc4ccccc4)c(=O)n(C)c3n2)CC1 | 11% | 24%
CCCCc1nc2c(c3c1CC(C)OC3)CN(CCOc1ccccc1)CC2 (configuration not stated) | -6%[10 µM] | -4%[10 µM]
Nc1ccccc1Oc1ccccc1 | -2% | -11%
FC(F)(F)c1ccccc1-c1cc(NCCN2CCOCC2)ncn1 | 19% | 8%
CCN1C(=O)[C@H]2[C@H]3[C@H](O)[C@H](O)C/C(=N/O[C@@H](C)c4cn([C@H](CO)Cc5ccccc5)nn4)[C@@H]3CC[C@@H]2C1=O | 4%&9%[10 µM] | -1%&6%[10 µM]
NC(=O)CCCCC(N)=O | -10% | 3%
CCOC(=O)N/N=C1/C[C@@H](O)[C@@H](O)[C@@H]2[C@@H]3C(=O)N(Cc4ccc5c(c4)OCO5)C(=O)[C@H]3CC[C@H]12 | -8%[10 µM] | 1%[10 µM]
CCC1=C2CC[C@H]3C(=O)NC(=O)[C@H]3[C@H]2[C@@]2(C)C(=O)N(CC3CC3)C(=O)N2C1=O | -8% | 2%
CCOC(=O)/C=C/CCC/C=C/C(=O)c1ccccc1 | -21% | 0%
COC(=O)N1CCC2(CCCN(C(c3ccccc3)c3ccccc3)C2)CC1 | 18% | -12%
C1CCN2C[C@H]3C[C@H](CN4CCCCC34)C2C1 (some centres not stated) | -1%&-2% | 7%&4%
CCC/C=C/C(C)O (configuration not stated) | -5% | 1%
Cc1noc(C)c1C(=O)N1CCC2(CCCN(C(=O)Nc3ccccc3)C2)CC1 | 21% | 0%
C=CCCCCCCC=C | 4% | -5%
COc1cccc([C@@H]2Oc3ccc(Br)cc3C(=O)[C@H]2OC(=O)Nc2cc(OC)c(OC)c(OC)c2)c1 | ? | -22%
Nc1nc2c(ncn2C2OC(COC(=O)c3ccccc3)C(OC(=O)c3ccccc3)C2OC(=O)c2ccccc2)c(=O)[nH]1 (configuration not stated) | -10% | -13%
C[C@H]1COC(=O)[C@H](Cc2ccccc2)NC(=O)[C@@H](C)COC(=O)[C@H](Cc2ccccc2)NC1=O | 16%[10 µM] | 9%[10 µM]
CO[C@H]1COC(=O)CCC[C@@H](C)[C@H](OC)COC(=O)[C@@H](C)NC(=O)C/C=C\[C@@H]1C | 6%[10 µM] | 5%[10 µM]
CCC[C@H]1C[C@H](C(=O)NC(C(C)Cl)C2O[C@@H](SC)C(OP(=O)(O)O)[C@@H](O)[C@@H]2O)N(C)C1 (some centres not stated) | 8% | -5%
CN(C)CCCNCCCN | -3% | -6%
CCOC(=O)NC[C@H](Cc1ccc(OCCc2nc(-c3ccccc3)oc2C)cc1)N/C(C)=C\C(=O)c1ccc(C(F)(F)F)cc1 | 10% | -4%
CCCCCCCCC/C=C/CC1CC(=O)OC1=O (configuration not stated) | -25% | -4%
CC(C)=CCC/C(C)=C/CO/N=C1/[C@H]2O[C@@H]2[C@@H](O)[C@H]2[C@H]1CCn1c(=O)n(Cc3cc4c(cc3Cl)OCO4)c(=O)n12 | 10%[10 µM] | -9%[10 µM]
CC(=O)N1C2(C=CC1(C)C(=O)NCCN1CCOCC1)CCCCC2 (configuration not stated) | 6% | 7%
Cc1ccccc1C1CC(=O)Oc2ccc(C(C)(C)C)cc21 (configuration not stated) | 13% | -5%
O=c1c(-c2cccs2)nc2cnc(N3CCOCC3)nc2n1CCc1ccccc1 | -24% | -6%
Nc1ccc(S(=O)(=O)Nc2cccc3cccnc23)cc1 | 4µM* | 11µM*

13 of the compounds above, with two lines to a compound.
Value order: RORg inh, Gal4-VP16 FLuc
COc1cccc([C@@H]2Oc3ccc(Br)cc3C(=O)[C@H]2OC(=O)Nc2cc(OC)c(OC)c(OC)c2)c1
 : ?, -22%
Nc1nc2c(ncn2C2OC(COC(=O)c3ccccc3)C(OC(=O)c3ccccc3)C2OC(=O)c2ccccc2)c(=O)[nH]1 (configuration not stated)
 : -10%, -13%
C[C@H]1COC(=O)[C@H](Cc2ccccc2)NC(=O)[C@@H](C)COC(=O)[C@H](Cc2ccccc2)NC1=O
 : 16%[10 µM], 9%[10 µM]
CO[C@H]1COC(=O)CCC[C@@H](C)[C@H](OC)COC(=O)[C@@H](C)NC(=O)C/C=C\[C@@H]1C
 : 6%[10 µM], 5%[10 µM]
CCC[C@H]1C[C@H](C(=O)NC(C(C)Cl)C2O[C@@H](SC)C(OP(=O)(O)O)[C@@H](O)[C@@H]2O)N(C)C1 (some centres not stated)
 : 8%, -5%
CN(C)CCCNCCCN
 : -3%, -6%
CCOC(=O)NC[C@H](Cc1ccc(OCCc2nc(-c3ccccc3)oc2C)cc1)N/C(C)=C\C(=O)c1ccc(C(F)(F)F)cc1
 : 10%, -4%
CCCCCCCCC/C=C/CC1CC(=O)OC1=O (configuration not stated)
 : -25%, -4%
CC(C)=CCC/C(C)=C/CO/N=C1/[C@H]2O[C@@H]2[C@@H](O)[C@H]2[C@H]1CCn1c(=O)n(Cc3cc4c(cc3Cl)OCO4)c(=O)n12
 : 10%[10 µM], -9%[10 µM]
CC(=O)N1C2(C=CC1(C)C(=O)NCCN1CCOCC1)CCCCC2 (configuration not stated)
 : 6%, 7%
Cc1ccccc1C1CC(=O)Oc2ccc(C(C)(C)C)cc21 (configuration not stated)
 : 13%, -5%
O=c1c(-c2cccs2)nc2cnc(N3CCOCC3)nc2n1CCc1ccccc1
 : -24%, -6%
Nc1ccc(S(=O)(=O)Nc2cccc3cccnc23)cc1
 : 4µM*, 11µM*

Going on with the list.
SMILES | RORg inh | Gal4-VP16 FLuc
CNC(=O)C1(C(F)(F)F)C/C(=C/CCO)CCCO1 (configuration not stated) | 1% | -4%
COc1ccc(O[C@H]2C=C[C@@H](c3ccccc3)O[C@H]2COC(=O)NCc2cccc3ccccc23)cc1 | 27%[10 µM] | 1%[10 µM]
O=c1c(-c2cccc(Cl)c2)nc2cncnc2n1C1CC1 | 1% | -5%
C=CCCC/C=C(/C)C(OCc1ccc(OC)cc1)C(CC/C=C(\C)C(N)=O)OC (configuration not stated) | -9%[10 µM] | -11%[10 µM]
N#Cc1cccc(NC(=O)N2CC3(CCN(C(=O)c4cc(C(F)(F)F)cc(C(F)(F)F)c4)CC3)C2)c1 | 3% | -6%
C=C(C)C(=O)OC[C@@H]1CCC[N@+]2(C)CCCCC12 (some centres not stated) | -2% | -6%
COc1ccc(Oc2ncc3nc(-c4cn(C)c5ccccc45)c(=O)n(C4CC4)c3n2)cc1 | -3% | -7%
COc1ccc(SCC(Cc2ccccc2)N2CCN(CC(C)C)CCC2=O)cc1 (configuration not stated) | ? | ?
Nc1c(O)cccc1C(=O)C[C@@H](N)C(=O)O | 8%[16.9 µM] | -11%[17 µM]
COc1cccc(-c2nc(NCCc3c[nH]c4ccc(OC)cc34)c3ccccc3n2)c1 | 10% | -11%
CCOC(=O)C1CSC(Cc2ccc(OCc3ccc([N+](=O)[O-])cc3)cc2)N1 (configuration not stated) | 14µM* | ?
CC(=O)N[C@@H](C=O)[C@@H](O)[C@H](O)[C@H](O)CO | -9% | 5%
COc1ccc(-c2nc3cnc(N4CCNCC4)nc3n(-c3ccc(OC)cc3)c2=O)cc1 | 17% | -13%
C/C(=C\C[Si](C)(C)C)CC[C@H](O)C1=CCCCC1=O | 12% | 2%
C=CCOC(=O)N[C@H](/C(C(=O)OC)=C(\C)NCc1ccccc1)c1ccc2c(c1)OCO2 | -1% | 3%
